High-throughput results: PubChem BioAssay, Columbia University Molecular Screening Center
mHtt clearance: compounds clearing mutant huntingtin protein. HeLa Exon1htt(103Q)mCFP, aggregate imaging; zero = plate's median compound well. inhibition, % at 1.5 µM. 47,000 compounds, 0.42% hits. AID 853;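 active means inhibition of aggregate fluorescence above about 70%, also judged a hit by eye on the cell image, limit read from the data, passing the limit was not always enough; inconclusive means no rule stated for this call; inactive means not judged a hit on image review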;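 further: cells exposed to compound for three days before fixation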
mHtt clearance grain fraction: recorded beside mHtt clearance, whose call it bears; fraction fluorescence in grains; measured here: aggregate grain fluorescence fraction; active compounds read low;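 scaled fraction of total cell fluorescence in grains with unit not stated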
Starred values were filed as active, the others as inactive; ? = inconclusive; . = no result given.

SMILES	mHtt clearance	mHtt clearance grain fraction
Cc1ccc(Cl)c(OCC(O)CN(CCO)CCO)c1 (centres undefined)	25	22
CCCSc1nc(NCc2ccco2)c2c3c(sc2n1)COC(C)(C)C3	-37	53
N#CCCN(C(=O)Nc1ccccc1)c1ccccc1	6	43
COC(=O)c1c(C(=O)OC)c(-c2cccc(C)c2)n2c1CS(=O)(=O)C2	20	17
Cc1csc(NC(=O)c2ccccc2C(=O)O)n1	-13	21
COc1ccccc1Nc1nc(N)nc(CSc2nc(C)cc(C)n2)n1	-50	63
Cc1ccc(N(CC(=O)NCc2ccc3c(c2)OCO3)S(C)(=O)=O)cc1	46	11
COCCn1c(SCC(=O)Nc2nc(C)c(Cl)cc2Cl)nc2ccccc21	-7	22
O=C(Cc1sc(-c2ccccc2Cl)nc1-c1ccccc1)Nc1ccccc1	-8	34
CC(C)C[C@H](NC(=O)N1CCN(c2ccccc2)CC1)C(=O)O	28	29
C=CCOc1ccc(C2C(C(=O)c3cccs3)=C(O)C(=O)N2c2nnc(C)s2)cc1 (centres undefined)	30	13
O=C1Nc2ccc(Br)cc2C1(O)Cc1ccccn1 (centres undefined)	-32	25
O=C(Nc1ccc2c(c1)OCCO2)c1ccco1	-60	34
CC(C)=CCSc1nnc(CCNC(=O)OC(C)(C)C)o1	44	11
CCOC(=O)c1c(NC(C)=O)sc2c(O)c(Br)ccc12	-2	19
Cc1ccc2c(CN3CCCc4ccccc43)cc(=O)oc2c1C	-14	44
COc1cc(OC)cc(C(=O)N(CN2CCCC2=O)c2ccccc2OC)c1	2	36
Cc1ccc(OCCCC(=O)Nc2nccs2)cc1	-10	41
Cc1nc(COC(=O)c2ccc(S(=O)(=O)N3CCCC3)cc2)cs1	-77	62
CCOC(=O)c1oc2ccc(S(=O)(=O)n3nc(-c4ccc(C)cc4)cc3N)cc2c1C	7	44
CCOC(=O)c1ccc(NC(=O)N(CC)CC)cc1	26	15
Cc1ccc(S(=O)(=O)NC(CC(=O)N2CCOCC2)c2ccco2)cc1 (centres undefined)	2	33
CCCc1nnc(NC(=O)COC(=O)c2cc(C)nc3ccccc23)s1	29	24
O=c1nc2ccccc2c2n1CC(CN1CCN(Cc3ccccc3)CC1)N2 (centres undefined)	-1	40
COc1ccc(-c2csc(NC(C)=O)n2)cc1OC	14	15

(more compounds)
SMILES	mHtt clearance	mHtt clearance grain fraction
Cc1nnc(SCC(=O)Nc2ccc3c4c(cccc24)CC3)n1C	64	6.1
COc1ccc(C2(C(=O)Nc3c(C)n(C)n(-c4ccccc4)c3=O)CCCC2)cc1OC	-26	25
c1ccc(SCc2nc(-c3ccncc3)no2)cc1	5	17
COCCOC(=O)c1[nH]c2c(c1C)C(=O)C(C(=O)OC)C(C)C2 (centres undefined)	58	20
COc1ccccc1NC(=O)N1CCC(C(=O)c2ccc(F)cc2)CC1	13	30
COc1ccc(Nc2nc(N)nc(COc3ccc(OC)cc3)n2)cc1	32	25
Cn1cnnc1SCc1ccc(C(=O)O)cc1	-9	48
Cc1cc(S(=O)(=O)Nc2ccc(N(C)C)cc2)c(C)s1	-41	27
Cc1noc(C)c1C(=O)N1CCN(CCc2ccccc2)CC1	54	8.8
O=C1CC(c2ccccc2)CC(O)=C1C=NCCN1CCN(C(=O)Nc2ccccc2)CC1 (centres undefined)	20	32
COC(=O)Nc1ncc(CN2CCC(c3ccccc3)CC2)s1	9	17
COC(=O)c1cccc(NC(=O)c2cccc(OC)c2)c1	29	12
COc1cccc(N(C(=O)CNC(=O)c2ccco2)C(C(=O)NC2CCCCC2)c2ccncc2)c1 (centres undefined)	49	22
Cc1nn(Cc2ccccc2Cl)c2sc(C(=O)NCc3ccc4c(c3)OCO4)cc12	-28	23
Cn1c2c(c(=O)n(C)c1=O)C(c1ccc(Br)cc1)Nc1ccccc1O2 (centres undefined)	48	21
Cn1cc(Cl)c(C(=O)N2CCN(c3ncccn3)CC2)n1	14	38
CC1=CCC2C(=O)N(c3cccc(C(=O)N(C)C4CCCCC4)c3)C(=O)C2C1 (centres undefined)	24	28
O=C(NCCCN1CCOCC1)c1ccc(CS(=O)(=O)Cc2ccc(Cl)cc2)o1	-43	31
Cc1ccccc1CNC(=O)c1ccccc1N	-24	47
CC1CN(CCCCOc2ccc(C(C)C)cc2)CC(C)O1 (centres undefined)	8	18
Cc1ccc(C2(C)NC(=O)N(Cc3c(C)noc3C)C2=O)cc1 (centres undefined)	-15	43
CCCCC(CC)C(=O)NCc1ccccc1OC (centres undefined)	-9	23
Cn1c(=O)c2c(nc(N3CCCCCC3)n2CC(O)COc2ccc(Cl)cc2)n(C)c1=O (centres undefined)	-25	46
Cc1cccc(-c2nnc(SCc3cc(=O)[nH]c4ccccc34)n2C)c1	31	13
CCSc1ccccc1C(=O)n1nnc2ccccc21	42	10

Entries above containing a COOH group:
SMILES	mHtt clearance	mHtt clearance grain fraction
Cc1csc(NC(=O)c2ccccc2C(=O)O)n1	-13	21
CC(C)C[C@H](NC(=O)N1CCN(c2ccccc2)CC1)C(=O)O	28	29
Cn1cnnc1SCc1ccc(C(=O)O)cc1	-9	48

(more compounds)
SMILES	mHtt clearance	mHtt clearance grain fraction
Cn1c(/C(C#N)=C(\O)c2ccc(S(=O)(=O)N3CCCCC3)cc2)nc2ccccc21	-45	52
CC(=O)c1ccc(OCC(O)CN2CCN(CC(O)COc3ccc(C(C)=O)cc3)CC2)cc1 (centres undefined)	1	18
O=C1Nc2ccccc2C12Nc1ccccc1-c1nc3ccccc3n12 (centres undefined)	37	13
COc1ccc(OC)c(/C(O)=C/C(=O)C(=O)Nc2ccccc2OC)c1	-132	49
COc1ccc(-c2nnn(Cc3ccccc3F)n2)cc1	6	17
CCOC(=O)N1CCN(C(=O)c2ccc(CN(c3ccc(C)c(C)c3)S(C)(=O)=O)cc2)CC1	-55	49
COc1ccccc1CCNS(=O)(=O)c1c(C)n(C)c(=O)n(C)c1=O	-296	133
O=C(c1cc2sccc2n1Cc1ccccc1)N1CCN(c2nc3ccccc3s2)CC1	21	32
Cc1ccc(-c2csc3ncnc(SCC(=O)c4ccc5c(c4)OCCO5)c23)cc1	5	29
O=C(Nc1ncc2c(n1)-c1ccccc1OC2)c1ccc(Cl)cc1	8	35
O=C(NCc1ccccc1)c1ccc(COCC(F)(F)F)o1	32	12
Cc1cc(/C=N\NC(=O)CC(=O)NC2CCCCC2)c(C)n1-c1ccc(Cl)cc1	-23	44
COc1ccccc1NC(=O)c1nnn(Cc2ccccc2)c1NC(=O)C(F)(F)F	-4	44
Cc1c(C2CC(=O)N(c3ccccc3)C2=O)[nH]n(-c2ccccc2)c1=O (centres undefined)	-12	39
Cc1oc(-c2ccc(Cl)cc2)cc1-c1nn2c(-c3ccoc3C)nnc2s1	-34	26
CS(=O)(=O)N1CCN(c2ccccc2NC(=O)c2cccnc2)CC1	16	31
Cn1c(-c2ccc(CN3CCCCC3)o2)nc2ccccc21	3	20
COc1ccc2oc(=O)c(C(=O)O)cc2c1	-1	18
Cc1n[nH]c(=O)nc1NCc1ccc(Cl)cc1	28	15
COc1ccc(C(=O)N2CCN(C3CCCCC3)CC2)c(OC)c1	33	13
CC(=O)c1cc(C#N)c(SCc2ccccc2C#N)nc1C	13	17
CCOC(=O)C1=C(C)Nc2ncnn2C1c1cccnc1 (centres undefined)	-7	42
O=C(Nc1ccc2c(c1)OCCO2)C1CCCN(S(=O)(=O)c2cnc[nH]2)C1 (centres undefined)	32	21
CCCCC(=O)Nc1ccc(F)c(Cl)c1	20	16
CCN1CC=C2C(C#N)=C(N)C(C#N)(C#N)C(c3cc(Cl)ccc3Cl)C2C1 (centres undefined)	-358	156

Reformatted with values ahead of the structure: entries from further up
mHtt clearance	mHtt clearance grain fraction	Structure
49	22	COc1cccc(N(C(=O)CNC(=O)c2ccco2)C(C(=O)NC2CCCCC2)c2ccncc2)c1 (centres undefined)
-28	23	Cc1nn(Cc2ccccc2Cl)c2sc(C(=O)NCc3ccc4c(c3)OCO4)cc12
48	21	Cn1c2c(c(=O)n(C)c1=O)C(c1ccc(Br)cc1)Nc1ccccc1O2 (centres undefined)

The main list resumes, repeating the 4 entries before the break.
SMILES	mHtt clearance	mHtt clearance grain fraction
CCOC(=O)C1=C(C)Nc2ncnn2C1c1cccnc1 (centres undefined)	-7	42
O=C(Nc1ccc2c(c1)OCCO2)C1CCCN(S(=O)(=O)c2cnc[nH]2)C1 (centres undefined)	32	21
CCCCC(=O)Nc1ccc(F)c(Cl)c1	20	16
CCN1CC=C2C(C#N)=C(N)C(C#N)(C#N)C(c3cc(Cl)ccc3Cl)C2C1 (centres undefined)	-358	156
CC(C(=O)N1CCN(c2ccc(Cl)cc2)CC1)c1ncc(C(F)(F)F)cc1Cl (centres undefined)	48	20
CCC(C)NC(=O)CSc1nc2n[nH]c(C)c2c(=N)n1-c1ccc(OC)cc1 (centres undefined)	18	31
CC(C)Oc1cccc(-c2cc(C(=O)N3CCN(S(C)(=O)=O)CC3)c3ccccc3n2)c1	7	15
CC(=O)c1ccc(NC(=O)C2CCN(S(=O)(=O)c3cccc4cccnc34)CC2)cc1	-70	53
CCCc1cc(=O)oc2c(CN3CCCC3)c(O)c(Cl)cc12	-27	47
O=C(CSc1nc2c(sc3ccccc32)c(=O)n1CCc1ccccc1)NCc1ccco1	2	16
Cc1cc(C)c(NC(=O)C2CCCN2C)c(C)c1 (centres undefined)	18	33
C=C(C)COc1ccc(-c2[nH]ncc2Oc2ccccc2OC)c(O)c1	-4	41
O=C(Nc1ccc2c(c1)OCCO2)NC1CCCCC1	-16	20
COc1cc(C2C(C#N)=C(C)NC3=C2C(=O)CC(C)(C)C3)cc(OC)c1O (centres undefined)	4	34
COc1ccc(C(=O)N(CCCO)C(C)C(=O)NC2CCCCC2)cc1OC (centres undefined)	24	28
Cc1ccc(Cn2cccc(NC(=O)NC3CCCCC3)c2=O)cc1	11	36
CCC(C)(C)n1nnnc1C(c1ccc(C)cc1)N1CCCC1 (centres undefined)	-6	40
CCCOc1c(OC)cc(Cl)cc1C1NC(=O)NC(C)=C1C(=O)NCc1ccccc1 (centres undefined)	46	13
COc1ccc2c(=O)c(C(=O)NCCc3ccc(OC)c(OC)c3)c[nH]c2c1	3	18
COC(=O)c1nn(-c2ccccc2)c(Cl)c1/C=N/OCc1ccc(Cl)cc1Cl	8	36
COc1ccccc1OCCOCCn1cnc2ccccc2c1=O	-5	21
Clc1ccc(/C=N/Nc2ncnc3ccccc23)cc1Cl	-95	41
Cc1sc(NC(=O)CSc2nnc(C(C)C)n2C)c(C#N)c1C	-21	22
Cc1ccc(C)c(Cn2c(=O)n(CCC(=O)NCc3ccco3)c(=O)c3sccc32)c1	-60	26
COc1ccc(Cn2c(=O)sc3ccccc32)cc1OC	20	31
COc1ccccc1Nc1nc(N)nc(CN2CCN(c3ccccc3)CC2)n1	-37	47
CCOC(=O)CSc1nc(C)c(C(=O)OCC)s1	-4	20
Cc1ccnc(NS(=O)(=O)c2ccc(NC(=O)c3c(-c4ccccc4Cl)noc3C)cc2)n1	25	15
CC(=O)Nc1nc2ccccc2n1CCOc1ccccc1	-163	49

The list continues:
SMILES	mHtt clearance	mHtt clearance grain fraction
CCN(CC)CCCNC(=O)C1c2ccccc2C(=O)N1Cc1ccc(C)cc1 (centres undefined)	0	37
CCCC(=O)NCCCc1nc2ccccc2n1CCC	32	23
Cc1ccc2oc(=O)c3cnn(CC(=O)N4CCCc5ccccc54)c3c2c1	-114	66
Cc1nc2ccccn2c1P(=O)(N1CCCCC1)N1CCCCC1	4	17
COc1ccc(OCCn2c(=N)n(CCO)c3ccccc32)cc1	-20	25
COc1ccccc1NC(=O)C(CCS(C)(=O)=O)N1C(=O)c2ccccc2C1=O (centres undefined)	6	32
COC(=O)[C@H](C)NC(=O)Nc1cc(OC)ccc1OC	23	16
CC(=O)c1ccc(OC(=O)c2cccs2)cc1	-53	33
COC(=O)C1=C(CN2CCN(C)CC2)NC(=O)NC1c1cc(C)ccc1C (centres undefined)	24	15
c1ccc(-n2ncc3c(NCc4ccccn4)ncnc32)cc1	-102	36
COc1ccccc1NC(=O)N(Cc1ccco1)Cc1cc2cccc(C)c2[nH]c1=O	?	.
O=C(Cn1nnc2ccccc21)OCC(=O)c1ccc(Cl)c(Cl)c1	-58	31
CCc1nc(N2CCCC2C(=O)O)c2oc3ccccc3c2n1 (centres undefined)	-17	51
Cc1cc(C)c(OCC(=O)Nc2ccccc2N2CCOCC2)c(C)c1	-9	33
O=C(Nc1ccc(NC(=O)c2ccco2)nc1)c1cccnc1	4	18
CCOc1ccc(C(CC(=O)O)NC(=O)c2ccco2)cc1OC (centres undefined)	-45	24
O=C(COc1ccc(Cl)cc1Cl)Nc1ccc2nc3n(c(=O)c2c1)CCCC3	9	33
CCCOC(=O)C1=C(C)NC2=C(C(=O)CCC2)C1c1cc(OC)ccc1OC (centres undefined)	2	37
CC(=O)Nc1ccccc1Sc1ccccc1	29	14
O=C(Cc1ccccc1)N1CCC(O)(c2cccnc2)CC1	18	25
O=c1c2cc(N3CCOCC3)ccc2[nH]c(=S)n1Cc1ccc(Cl)cc1	-281	117
CC(=O)c1ccc(NC(=O)c2cnn3ccccc23)cc1	10	42
COc1ccc(/C=N\NC(=O)COc2ccccc2Cl)cc1Cn1nc(C)cc1C	22	30
Cc1cc2ccc(C)c(C)c2nc1SCC#N	8	39
CCOC(=O)C1=C(CN2CCOCC2)NC(=O)NC1c1cc(C)ccc1C (centres undefined)	15	17
Cc1ccc(N)c(C(O)(C(F)(F)F)C(F)(F)F)c1	20	39
Cc1nc2ccccc2c2c1C(=O)N(C)C2=O	-6	22
COc1cc(CNC2CCCC2)cc(Cl)c1OCc1ccccc1Cl	31	21
CCOC(=O)CCCNC(=O)CCCNC(=O)C(c1ccccc1)c1ccccc1	-18	25

Part of the list above, with bars between the fields.
molecule | mHtt clearance | mHtt clearance grain fraction
O=C(Cn1nnc2ccccc21)OCC(=O)c1ccc(Cl)c(Cl)c1 | -58 | 31
CCc1nc(N2CCCC2C(=O)O)c2oc3ccccc3c2n1 (centres undefined) | -17 | 51
Cc1cc(C)c(OCC(=O)Nc2ccccc2N2CCOCC2)c(C)c1 | -9 | 33
O=C(Nc1ccc(NC(=O)c2ccco2)nc1)c1cccnc1 | 4 | 18

Not all compounds are listed. The share of hits here may be higher or lower than overall.
